Screening data (PubChem BioAssay)
MPTP block: permeability transition pore inhibition; isolated mouse mitochondria, Ca2+ swelling absorbance, 30 min; inhibition, % at 10 µM; hit rate 1.4% among 360,000;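 active means inhibition of 50% or more, scaled per plate between neutral and stimulator controls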;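 further: 0% = DMSO wells given calcium and 100% = 1 mM EGTA wells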
APOBEC3G inh: APOBEC3G (human) deaminase inhibition; Q9HC16; recombinant A3G, ssDNA deamination FAM/TAMRA fluorescence; inhibition, % at 20 µM; hit rate 0.28% among 330,000; AID 493012;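 active means inhibition of at least 40% at 20 µM, with no more than 30% in the related APOBEC3A deaminase screen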;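 further: plate controls were DMSO wells with A3G for no effect and wells lacking A3G enzyme for full effect; some compounds called inactive have numbers as strong as hits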
Target sequence (Q9HC16 whole entry, looked up): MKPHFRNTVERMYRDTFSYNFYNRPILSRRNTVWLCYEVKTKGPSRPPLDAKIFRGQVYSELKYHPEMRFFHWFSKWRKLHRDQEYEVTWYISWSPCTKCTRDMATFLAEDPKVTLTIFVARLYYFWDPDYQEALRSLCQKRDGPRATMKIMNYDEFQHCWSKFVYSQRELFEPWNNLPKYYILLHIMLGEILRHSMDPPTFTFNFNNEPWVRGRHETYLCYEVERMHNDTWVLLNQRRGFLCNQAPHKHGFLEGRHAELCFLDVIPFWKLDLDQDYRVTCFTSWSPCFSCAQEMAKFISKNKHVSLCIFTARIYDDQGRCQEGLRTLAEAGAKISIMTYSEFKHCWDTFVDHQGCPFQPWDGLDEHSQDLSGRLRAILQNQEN
hIAP inh: blocks human intestinal alkaline phosphatase. AID 2544. inhibition, % at 10 µM. hit rate 0.12% among 330,000. purified IAP, CDP-Star luminescence, 30 min;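 active means inhibition reaching a set limit with compound at 10 µM in the primary screen, cut at about 35% in these data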;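 further: plate controls were DMSO wells with enzyme for no effect and no-enzyme buffer wells for full effect; values of inactives mirror those of a sister screen read the other way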
Target sequence (P09923 whole entry, looked up): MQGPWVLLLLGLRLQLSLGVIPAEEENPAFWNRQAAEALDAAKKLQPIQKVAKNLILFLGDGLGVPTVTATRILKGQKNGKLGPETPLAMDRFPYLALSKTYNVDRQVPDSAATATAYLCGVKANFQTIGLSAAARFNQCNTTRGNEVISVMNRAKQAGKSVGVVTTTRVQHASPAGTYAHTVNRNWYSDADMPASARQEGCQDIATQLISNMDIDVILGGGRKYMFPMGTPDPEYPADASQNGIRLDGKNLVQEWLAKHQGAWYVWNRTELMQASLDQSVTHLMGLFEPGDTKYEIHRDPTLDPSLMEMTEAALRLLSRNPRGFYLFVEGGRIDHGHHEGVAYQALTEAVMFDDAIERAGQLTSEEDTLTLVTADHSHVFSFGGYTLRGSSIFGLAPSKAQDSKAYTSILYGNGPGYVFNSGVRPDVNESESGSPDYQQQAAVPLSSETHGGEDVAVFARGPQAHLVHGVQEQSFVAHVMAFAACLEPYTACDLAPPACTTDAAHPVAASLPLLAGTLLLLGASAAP
APOBEC3A inh: blocks human APOBEC3A ssDNA deamination. P31941. recombinant A3A, FAM/TAMRA ssDNA deamination fluorescence. inhibition, % at 20 µM. hit rate 0.41% among 330,000. AID 493011;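 active means at least 40% inhibition at 20 µM here, with at most 30% in a related deaminase screen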;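 further: plate controls were A3A with DMSO for no effect and wells lacking A3A enzyme for full effect; some results filed as inactive read as strong as hits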
Target sequence (P31941 whole entry, looked up): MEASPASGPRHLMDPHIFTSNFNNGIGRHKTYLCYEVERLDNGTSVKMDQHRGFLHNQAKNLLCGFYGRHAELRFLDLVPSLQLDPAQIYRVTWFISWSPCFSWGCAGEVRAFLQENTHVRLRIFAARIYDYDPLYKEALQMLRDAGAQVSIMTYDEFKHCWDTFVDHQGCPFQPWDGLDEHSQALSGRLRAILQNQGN
mIAP inh: mouse IAP inhibition; purified mouse IAP, CDP-Star luminescence, 30 min; hit rate 0.2% among 330,000; AID 2806; inhibition, % at 10 µM;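 active means inhibition of at least 40% at 10 µM in the primary screen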;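 further: plate controls were DMSO with enzyme for no effect and no enzyme wells for full effect; values of inactives mirror those of a sister screen read the other way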
mIAP act: increases mouse intestinal alkaline phosphatase activity. muIAP, CDP-Star luminescence, 30 min; stronger effect = higher value; 1 = vehicle-only enzyme signal, 0 = enzyme-free wells. activation factor at 10 µM. hit rate 0.24% among 330,000. AID 2805;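 active means activation factor of at least 2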; further: the source names both 10 and 20 µM as test concentration; values of inactives mirror those of a sister screen read the other way
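Assay system: mouse IAP enzyme; reagent: chemiluminescent substrate CDP-Star; dosing: test compounds delivered from DMSO solution; schedule: 30 min at room temperature; measured by: luminescence from enzymatic CDP-Star hydrolysis; controls: DMSO-only wells and no-enzyme negative control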
beta cell repl: inducers of beta-cell replication in MIN6 cells; hit rate 0.29% among 330,000; MIN6 cells proliferation, ATPlite luminescence, 48 h; cells starved in 0.2% serum; 100% = growth in 10% serum; proliferation, % at 10 µM;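 active means compounds whose signal lies at least 3.5 SD above the mean of all wells on their plate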;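 further: 0% = DMSO-treated cells in low-serum medium and 100% = 10% serum control; some compounds called inactive have numbers as strong as hits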
hIAP act: increases human intestinal alkaline phosphatase activity | P09923 | purified human IAP, CDP-Star luminescence, 30 min; stronger effect = higher value; 1 = vehicle-only enzyme, 0 = enzyme-free background | activation factor at 10 µM | hit rate 0.16% among 330,000 | AID 2524;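 active means activation factor of the enzyme at least 2-fold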; further: the source names both 10 and 20 µM as test concentration; values of inactives mirror those of a sister screen read the other way
GRIN3A LBD mod: modulators (binders) of human NR3A ligand-binding domain; NR3A LBD differential scanning fluorimetry, Tm shift; 0% = protein alone, 100% = glycine-bound protein; Tm shift relative to glycine control, % at 25 µM; hit rate 2.5% among 340,000; AID 1259313;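 active means melting temperature shift of at least 10% of the positive control shift, at one fixed dose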
* hit, by the source's call; nt = no result given. Random draw from the library; about 5% have a hit in one of these screens.

SMILES | MPTP block | APOBEC3G inh | hIAP inh | APOBEC3A inh | mIAP inh | mIAP act | beta cell repl | hIAP act | GRIN3A LBD mod
CCN1CCN(C(CC(C)C)c2nnnn2CS(=O)(=O)c2ccc(C)cc2)CC1 (stereo unspecified) | -0.4 | -6.4 | -0.9 | -2.2 | 6.6 | 0.934 | -3.4 | 1.01 | 0.0
Cc1cccc(C(=O)OCC(=O)NCC(C)C)c1O | -1.4 | -2.5 | 3.5 | 5.2 | 3.9 | 0.961 | -1.3 | 0.965 | -0.2
Cc1ccsc1/C=N/NC(=O)C1CC(=O)N(c2ccc(F)cc2)C1 (stereo unspecified) | 0.2 | -5.0 | 5.2 | -1.2 | 9.7 | 0.903 | 1.2 | 0.948 | -0.6
S=C(Nc1ccccc1Cl)N1CCOCC1 | 1.4 | -3.6 | 1.0 | -1.0 | 3.2 | 0.968 | -0.1 | 0.99 | -2.2
CC(=O)Nc1ccc(S(=O)(=O)Nc2nc3ccccc3nc2-n2ccc(=NC(=O)c3ccc(F)cc3)cc2)cc1 | 0.9 | -3.9 | 19.2 | -0.6 | 3.0 | 0.97 | -0.1 | 0.808 | 36.0*
Cc1ccc(NC(=O)CSc2nnc3n2CCCCC3)cc1 | -0.6 | -2.5 | 6.8 | 0.7 | -2.3 | 1.02 | 0.0 | 0.932 | 0.9
CC(=O)c1ccc(NC(=O)c2noc3c2CCC3)cc1 | 0.4 | 8.0 | 3.7 | 38.9 | 13.1 | 0.869 | 1.3 | 0.963 | -1.2
CCCCn1c2ccc(F)cc2c2nnc(SCCN3CCCCC3)nc21 | 0.0 | -11.2 | 0.7 | -6.4 | 12.1 | 0.879 | -5.6 | 0.993 | 2.7
CCOC(=O)CC1Sc2ccccc2NC1=O (stereo unspecified) | 0.4 | -9.8 | 3.4 | -0.5 | -6.0 | 1.06 | 0.5 | 0.966 | -1.3
NC(=O)C1(NC(=O)[C@@H]2CC3(CC(c4cccc(NC(=O)[C@@H]5CCC(=O)N5)c4)=NO3)CN2C(=O)c2ccccc2)CC1 (stereo partly specified) | -1.3 | 7.9 | 2.8 | 1.9 | -7.2 | 1.07 | -1.2 | 0.972 | -1.1
CCCC(C)C(=O)Nc1ncc(S(=O)(=O)c2ccc([N+](=O)[O-])cc2)s1 (stereo unspecified) | 2.5 | -3.7 | -10.0 | -3.0 | 7.0 | 0.93 | -5.3 | 1.1 | -9.0
CCCNS(=O)(=O)c1ccc(CCC(=O)NCCc2ccc(OC)c(OC)c2)cc1 | -0.3 | -5.0 | -4.5 | 0.3 | 0.8 | 0.992 | 3.5 | 1.04 | -1.5

Shown as a hit in GRIN3A LBD mod (from the list above):
compound | MPTP block | APOBEC3G inh | hIAP inh | APOBEC3A inh | mIAP inh | mIAP act | hIAP act | GRIN3A LBD mod
CC(=O)Nc1ccc(S(=O)(=O)Nc2nc3ccccc3nc2-n2ccc(=NC(=O)c3ccc(F)cc3)cc2)cc1 | 0.9 | -3.9 | 19.2 | -0.6 | 3.0 | 0.97 | 0.808 | 36.0*

Next part:
SMILES | MPTP block | APOBEC3G inh | hIAP inh | APOBEC3A inh | mIAP inh | mIAP act | beta cell repl | hIAP act | GRIN3A LBD mod
CCO[C@@H]1OC(C(=O)N2CCN(Cc3ccccc3)CC2)=C[C@H](c2ccccc2)[C@H]1CCCO | 0.2 | -1.8 | 13.1 | 0.4 | 0.0 | 1 | -6.2 | 0.869 | 3.8
CCN(CC)C(=O)Oc1nnc(SC(C)C)n1-c1ccc(Cl)cc1 | 0.4 | -4.2 | 7.2 | -4.2 | 9.7 | 0.903 | -4.2 | 0.928 | -0.5
O=C(CNc1c(Br)cc(Br)cc1Br)NN=C1CCCCC1 | nt | -0.1 | 6.8 | -1.4 | 11.4 | 0.886 | 0.0 | 0.932 | nt
O=C(NNc1c(F)c(F)cc(F)c1F)c1ccc(Cl)nc1 | -0.9 | 11.6 | 12.2 | 2.8 | 3.6 | 0.964 | 2.0 | 0.878 | -2.3
O=C(c1ccc(F)cc1F)N1CCN(S(=O)(=O)c2ccc3c(c2)OCCO3)CC1 | 1.4 | -3.0 | 2.2 | 0.0 | 1.7 | 0.983 | -2.4 | 0.978 | -0.3
CCCN1CCc2c(sc3nc(SCC)n(-c4ccccc4)c(=O)c23)C1 | -0.1 | -2.7 | 8.6 | 2.1 | 0.2 | 0.998 | -2.0 | 0.914 | -1.0
COc1ccc(C2C(C(=O)O)CC(=O)N2C2CCCCC2)cc1 (stereo unspecified) | -1.0 | -8.2 | 3.4 | -4.4 | 4.7 | 0.953 | -0.8 | 0.966 | -1.1
O=C(NCC1CCCO1)c1ccc2c(=O)n(-c3ccc(F)cc3)c(=S)[nH]c2c1 (stereo unspecified) | -2.2 | -2.3 | 3.7 | -1.9 | 7.0 | 0.93 | -3.1 | 0.963 | -2.2
CCOC(=O)Nc1cccc(NC(=O)c2ccccc2F)c1 | -1.5 | -3.0 | -12.5 | 5.4 | 0.5 | 0.995 | -2.6 | 1.12 | 1.6
CCC1(CC)NC(=O)N(CC(=O)OCC(=O)NC(=O)c2ccccc2OC)C1=O | 0.0 | -4.4 | -1.5 | 3.4 | 3.4 | 0.966 | 1.9 | 1.01 | -0.4
O=C(CN1C(=O)CSc2ncccc21)Nc1cccc(Cl)c1 | 0.0 | -6.1 | 2.6 | -6.2 | -4.3 | 1.04 | -3.0 | 0.974 | -5.5
COc1ccccc1C(=O)Nc1ccc2nc3n(c(=O)c2c1)CCCC3 | 0.5 | -2.5 | 1.0 | -1.9 | 2.2 | 0.978 | 6.0 | 0.99 | 0.0
O=C(c1ccc(NS(=O)(=O)c2ccc(F)cc2)cc1)N1CCN(c2ccccc2O)CC1 | -0.4 | -2.0 | -1.3 | 0.7 | 6.9 | 0.931 | -1.4 | 1.01 | -3.9
Cc1nnc(SCc2ccccc2Cl)n(N)c1=O | -2.5 | -3.8 | -8.2 | -1.7 | 1.1 | 0.989 | -2.1 | 1.08 | 1.2
CC(C)N1CC(C(=O)Nc2cc(Cl)cc(Cl)c2)CC1=O (stereo unspecified) | -1.0 | -5.4 | -13.9 | -6.1 | -24.7 | 1.25 | -0.8 | 1.14 | 0.1
C/C(=N\NC(=O)COc1cc(C)cc(C)c1)c1ccc(N2CCOCC2)cc1 | 0.7 | 14.4 | 1.6 | -4.9 | 6.6 | 0.934 | -1.5 | 0.984 | 1.9
CC1(C)Cc2cccc(OCC(=O)OCc3nnc(-c4ccccc4)o3)c2O1 | 0.5 | -2.3 | 15.6 | 1.2 | 27.2 | 0.728 | -3.1 | 0.844 | 3.2
C#CCOc1ccccc1C(N)=O | -0.1 | -4.1 | 7.8 | -0.5 | 2.3 | 0.977 | -0.8 | 0.922 | 1.2
Cn1c(=O)[nH]c(=O)c2c1nc(N1CCCCCC1)n2CCCSc1nnnn1-c1ccccc1 | nt | -0.9 | 0.2 | -2.2 | 6.2 | 0.938 | 3.9 | 0.998 | nt
Cc1ccc(C(=O)OCC(=O)Nc2ccccc2C(F)(F)F)cc1S(=O)(=O)N1CCOCC1 | -1.3 | -2.0 | 1.5 | 0.7 | 1.2 | 0.988 | 0.5 | 0.985 | 3.3
NC(N)=N/N=C/c1ccccc1 | 0.1 | -9.0 | 3.5 | -3.7 | -1.3 | 1.01 | 1.5 | 0.965 | -13.1
CCN(CC)CCN(C)Cc1nc(C(c2ccccc2)c2ccccc2)no1 | 0.5 | -2.7 | -8.7 | -5.9 | -1.6 | 1.02 | -3.6 | 1.09 | 0.9
COCCNC(=O)CN(C(=O)CCC(=O)Nc1nccs1)c1ccccc1OC | -0.6 | -1.4 | -26.0 | -2.1 | -2.7 | 1.03 | -2.5 | 1.26 | -1.3
Cc1ccc(-c2csc(NC(=O)c3cccc(C)c3)c2C(=O)O)cc1 | 6.6 | -4.2 | 14.1 | -2.1 | 8.2 | 0.918 | -1.9 | 0.859 | -10.7
CCOc1cccc2cc(-c3csc(NC(=O)CCC(=O)N4CCC(C)CC4)n3)c(=O)oc12 | 4.2 | -10.6 | 2.0 | -2.0 | 3.0 | 0.97 | -5.7 | 0.98 | -4.1
CC(Oc1ccc2c3c(c(=O)oc2c1)CCCC3)C(=O)NC1CC(C)(C)NC(C)(C)C1 (stereo unspecified) | 0.4 | -4.9 | -20.7 | -2.8 | -1.4 | 1.01 | 3.0 | 1.21 | 2.9
CC(NC(=O)c1cccs1)C(=O)NC1=NCCS1 (stereo unspecified) | -0.5 | 2.8 | -3.0 | 4.9 | -4.2 | 1.04 | -2.0 | 1.03 | 2.2
COC(=O)c1cc(CN2CCN(c3ccccc3)CC2)ccc1O | 0.2 | -5.1 | -4.4 | -2.6 | -4.6 | 1.05 | 0.2 | 1.04 | 1.9
Cc1c(Br)cccc1NC(=O)c1sccc1-n1cccc1 | 4.3 | -0.7 | 10.2 | 1.1 | 0.8 | 0.992 | -0.9 | 0.898 | -10.2
CN1c2ccccc2-c2nc3ccccc3n2C1c1ccccn1 (stereo unspecified) | -0.1 | -4.7 | 4.9 | -1.8 | -7.2 | 1.07 | 0.2 | 0.951 | -2.2
CC(C)(C)c1ccc(C(=O)N2CCN(CCNC(=O)C(=O)Nc3ccc(F)cc3)CC2)cc1 | 2.2 | 2.6 | -4.4 | -4.1 | -6.3 | 1.06 | -2.9 | 1.04 | 1.9
Cc1noc(C)c1CSc1nnc2ccccn12 | -1.2 | -4.5 | -0.4 | 9.8 | 8.9 | 0.911 | -1.5 | 1 | 3.8
c1ccc(CCNc2nnnn2-c2ccccc2)cc1 | -9.5 | -5.0 | 2.6 | -2.3 | 2.8 | 0.972 | 0.0 | 0.974 | -1.0
CC(=O)Nc1ccc(NC(=O)c2ccc(-c3ccc([N+](=O)[O-])cc3)o2)cc1 | 2.3 | 3.6 | -25.1 | 1.2 | 8.5 | 0.915 | -5.7 | 1.25 | 12.0*
C=CCn1c(-c2csc(-c3ccc(OC)c(OC)c3)n2)n[nH]c1=S | -1.3 | 38.4 | 1.2 | -0.9 | 4.0 | 0.96 | 6.4 | 0.988 | -0.6
O=C(CSc1n[nH]c(-c2ccccc2)n1)Nc1ccc(N2CCOCC2)cc1 | 2.6 | -5.2 | -4.0 | -4.5 | -1.8 | 1.02 | -2.1 | 1.04 | 3.7
O=C(CSCc1nc2ccccc2[nH]1)N1CCN(c2ccc(F)cc2)CC1 | 8.1 | -6.2 | 1.5 | -4.0 | 8.2 | 0.918 | -1.8 | 0.985 | -0.2
CN(C)C(=S)Nn1c(-c2ccccc2)nc2ccccc2c1=O | 0.7 | -5.8 | -3.9 | 1.5 | 4.6 | 0.954 | -1.6 | 1.04 | -1.0
COc1ccc(C)cc1NC(=O)CCS(=O)(=O)c1ccc2c(c1)CCN2C(C)=O | 0.2 | -8.1 | 2.1 | -2.2 | 10.5 | 0.895 | 1.8 | 0.979 | -0.4
C=CCOc1ccc(C(c2c(C(=O)O)[nH]c3ccccc23)c2c(C(=O)O)[nH]c3ccccc23)cc1 | 0.1 | 24.2 | 6.2 | 54.7* | -3.1 | 1.03 | -0.5 | 0.938 | -450.0
Cc1ccc(CNC(=O)c2ccccc2NS(C)(=O)=O)cc1 | -3.2 | -3.5 | 1.8 | -1.8 | 0.5 | 0.995 | 0.8 | 0.982 | -1.5
COc1cc(C(=O)NCC(=O)N/N=C/c2cccnc2)cc(OC)c1OC | -0.2 | -10.7 | 1.1 | -1.9 | 6.6 | 0.934 | 0.6 | 0.989 | 0.5
COc1ccc(-c2csc(Nc3ccccc3)n2)cc1 | -1.5 | -11.8 | 10.1 | 1.9 | 8.2 | 0.918 | -5.8 | 0.899 | 8.0
